USP1 inh: Inhibitors of USP1/UAF1: Primary Screen. recombinant USP1/UAF1, Ub-Rhodamine cleavage fluorescence. actives 0.23% (n = 390,000). Potency, µM (doses to about 57.1 µM), without a hit: top-dose activity change, negative = inhibition, most hits filed as inhibitors; also: potency is read from the fitted curve at half-maximal effect; % is scaled to controls: 0 for no effect and ±100 for the full control effect; nearly all actives have a fitted effect of over 60% in size; inactives centre near -12
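Step one: compound is pinned into 1nM USP1/UAF1 in HEPES pH 7.8 buffer with TCEP. Step two: 15 min room-temperature incubation. Step three: Ub-Rho (150nM final) starts cleavage, tracked by fluorescence over six one-minute reads.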
LDHA inh: qHTS assay for inhibitors of human lactate dehydrogenase; L-lactate dehydrogenase A chain (Homo sapiens), P00338; purified LDHA, NADH/diaphorase-resazurin fluorescence; stronger effect = lower value; activity change, % (values are at about 110 or 230 µM); actives 0.15% (n = 480,000); in the data active = activity change below about -30%; inconclusive = mostly about -25% to -30%;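 also: plate controls were DMSO wells for no effect and wells without enzyme for full effect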
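Enzyme activity of human lactate dehydrogenase 5 (2 nM; 0.06 mM NADH, 0.2 mM pyruvate, 5 min, RT) is measured via a resazurin/diaphorase fluorescence readout of residual NADH.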
PI4K2A block: qHTS for small molecular inhibitors of PI4K2A. Phosphatidylinositol 4-kinase type 2-alpha (Homo sapiens), Q9BTU6. purified PI4K2A, ADP-Glo luminescence, 1 h; stronger effect = lower value. activity change, negative = inhibition, % at 76.9 µM. actives 0.13% (n = 420,000). AID 1346378, 2018; in the data active = activity change below about -50%; inconclusive = mostly about -30% to -49%;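 also: -100% = wells without enzyme as full effect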
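ADP-Glo luminescence measured ADP generated by PI4K2A enzyme (4 ug/mL before mixing) with 1.2 mM PI substrate (pre-mix) and 300 microM ATP (pre-mix). Tris pH7.5 buffer with MgCl2, Triton X-100; 1 h reaction at ambient temperature.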
Vif-APOBEC3G blk: qHTS for Inhibitors of Vif-A3G Interactions: qHTS; DNA dC->dU-editing enzyme APOBEC-3G (Homo sapiens), Q9HC16; HeLa A3G-eYFP + Vif (tagged APOBEC3G with the HIV-1 protein that degrades it), YFP fluorescence, overnight; Potency, µM (top dose mostly 46.1 µM), without a hit: at the top dose activity, negative = active, usual class: inhibitors; actives 0.076% (n = 410,000); AID 602310, 2012;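 also: potency is read from the fitted curve at half-maximal effect; % is scaled to controls: 0 for no effect and ±100 for the full control effect; nearly all actives have a fitted effect of over 60% in size; hits raise eYFP signal because A3G escapes Vif-driven loss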
Target sequence (Q9HC16 whole entry, looked up): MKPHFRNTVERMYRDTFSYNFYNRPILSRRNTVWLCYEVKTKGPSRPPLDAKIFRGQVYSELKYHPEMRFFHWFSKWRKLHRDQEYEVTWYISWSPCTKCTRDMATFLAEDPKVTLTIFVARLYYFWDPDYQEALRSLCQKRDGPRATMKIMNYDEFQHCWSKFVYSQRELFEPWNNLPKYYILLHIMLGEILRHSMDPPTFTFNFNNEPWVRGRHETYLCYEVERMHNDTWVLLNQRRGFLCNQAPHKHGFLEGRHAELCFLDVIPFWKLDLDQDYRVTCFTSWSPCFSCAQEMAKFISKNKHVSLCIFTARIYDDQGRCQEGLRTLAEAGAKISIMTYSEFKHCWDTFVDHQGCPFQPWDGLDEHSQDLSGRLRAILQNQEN
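Read-out is eYFP fluorescence (Ex 488/Em 500-530) from Vif-expressing HeLa A3G-eYFP cells; more signal means A3G escaped Vif-mediated degradation. Cells plated overnight, compound pinned in, incubated overnight at 37 deg C.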
mIDH1 inhibitor: qHTS for Inhibitors of mutant isocitrate dehydrogenase 1 (IDH1): qHTS | IDH1-R132H enzyme, NADPH consumption, diaphorase/resazurin fluorescence | Potency, µM (doses to about 76.6 µM), without a hit: at the highest dose activity change, negative = inhibition, most hits filed as inhibitors | actives 0.093% (n = 390,000) | AID 602179, 2012; also: potency is read from the fitted curve at half-maximal effect; % is scaled to controls: 0 for no effect and ±100 for the full control effect; nearly all actives have a fitted effect of over 65% in size
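IDH1-R132H (0.5 ug/mL) preincubated 30 min with compound, then NADPH (0.016 mM) and alpha-KG (2 mM) added; 80 min at RT, pH 7.5. Remaining NADPH coupled via diaphorase/resazurin to fluorescence (540/590 nm); concentration-response curves normalized to no-enzyme control.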
RXFP1 agonist: qHTS Assay for Agonists of the Relaxin Receptor RXFP1; Relaxin receptor 1 (Homo sapiens), Q9HBX9; HEK293T-RXFP1 cAMP TR-FRET, 30 min; response scale: percent of porcine relaxin response, buffer zero; Potency, µM (top dose mostly 57.5 µM), for the others: at the top dose activation, most hits filed as activators; actives 0.3% (n = 370,000); AID 2676, 2010; also: potency is read from the fitted curve at half-maximal effect; % is scaled to controls: 0 for no effect and ±100 for the full control effect; nearly all actives have a fitted effect of over 60% in size; many of its hits are not listed in these tables
Target sequence (Q9HBX9 whole entry, looked up): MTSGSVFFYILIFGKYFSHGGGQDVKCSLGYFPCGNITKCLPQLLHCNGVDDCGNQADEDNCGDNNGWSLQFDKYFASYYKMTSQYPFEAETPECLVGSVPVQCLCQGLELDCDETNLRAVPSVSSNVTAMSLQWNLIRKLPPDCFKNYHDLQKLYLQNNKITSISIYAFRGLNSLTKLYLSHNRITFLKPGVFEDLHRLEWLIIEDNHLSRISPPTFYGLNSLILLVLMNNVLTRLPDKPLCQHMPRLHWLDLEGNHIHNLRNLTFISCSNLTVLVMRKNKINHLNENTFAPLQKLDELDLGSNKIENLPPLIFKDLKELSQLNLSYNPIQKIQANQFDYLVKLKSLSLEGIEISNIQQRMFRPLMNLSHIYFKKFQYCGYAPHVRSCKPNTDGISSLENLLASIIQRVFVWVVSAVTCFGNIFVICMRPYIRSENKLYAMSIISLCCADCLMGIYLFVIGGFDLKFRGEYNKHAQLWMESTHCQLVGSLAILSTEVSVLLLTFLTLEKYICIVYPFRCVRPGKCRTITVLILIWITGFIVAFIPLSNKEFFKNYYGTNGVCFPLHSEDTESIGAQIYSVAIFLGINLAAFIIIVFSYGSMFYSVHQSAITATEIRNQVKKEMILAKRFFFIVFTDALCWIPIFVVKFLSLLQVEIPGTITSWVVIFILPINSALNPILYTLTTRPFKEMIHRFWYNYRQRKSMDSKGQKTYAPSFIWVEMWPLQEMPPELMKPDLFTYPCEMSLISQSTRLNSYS
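HEK293T cells stably expressing RXFP1 were pretreated with the PDE4 inhibitor Ro 20174, exposed to compounds for 30 min at 37C, lysed, and cAMP was read by TR-FRET. Data normalized to buffer (basal) and 29 nM porcine relaxin (100%).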
TrxR1 substrate: qHTS Assay for Substrates of Mammalian Selenoprotein Thioredoxin Reductase 1 (TrxR1): qHTS. purified TrxR1 substrate turnover, NADPH consumption readout. actives 0.01% (n = 390,000). Potency, µM (titrated, usually from 114 µM), without a hit: top-dose activity change, negative = substrate turnover. Thioredoxin reductase 1, cytoplasmic (Rattus norvegicus), O89049; also: potency is read from the fitted curve at half-maximal effect; % is scaled to controls: 0 for no effect and ±100 for the full control effect; nearly all actives have a fitted effect of over 50% in size
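Rat TrxR1, dispensed at 90 nM, was prereduced with 400 uM NADPH (final) for 5 min at ~22 deg C, then incubated with compound 15 min before 400 uM selenite. A first-read NADPH fluorescence drop versus no-compound background flagged substrates.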
Glioma ERSR ind: qHTS for Inducers of the Endoplasmic Reticulum Stress Response (ERSR) in Human Glioma: qHTS; U87-MG GRP78 promoter luciferase reporter, 16 h; actives 0.02% (n = 420,000); Potency, µM, for inactives: at the highest dose activation, actives largely listed as activators; also: potency is read from the fitted curve at half-maximal effect; series mostly up to about 76 µM; % of control where 0% means no effect; nearly all actives have a fitted effect of over 35% in size
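Stably transfected U87-MG human glioma cells carrying a GRP78-based luminescent sensor were seeded at 1000 cells/well, pin-dosed with compounds and incubated 16 h. Luciferase reagent was then added, and end-point luminescence was read after 10 min at room temperature.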
Vif-APOBEC3F blk: qHTS for Inhibitors of Vif-A3F Interactions: qHTS; HeLa A3F-eYFP + Vif (tagged APOBEC3F with the HIV-1 protein that degrades it), YFP fluorescence increase; Potency, µM (top dose mostly 46.1 µM), inactives show at the top dose activity, negative = active; actives 0.2% (n = 390,000); also: potency is read from the fitted curve at half-maximal effect; % of control where 0% means no effect; nearly all actives have a fitted effect of over 65% in size
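HeLa cells stably expressing A3F-eYFP plus Vif, plated and incubated overnight at 37 deg C, then exposed to compounds overnight at 37 deg C. Blocked degradation read as raised yellow fluorescence (Ex 488/Em 500-530).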
An asterisk follows results filed as active; ? = inconclusive; · = no result given; & = joins results of further samples; [ ] = remark or other dose. Unless noted, calls follow the shape of the dose curve; as a rule, active = well fitted curve in the direction sought with a large enough effect; inconclusive = small, poorly fitted or top-dose-only effect, or another doubt; inactive = no such curve, though single readings can be large; an effect the other way counts as inactive or inconclusive. Only part of the results is shown; rates above refer to the full screens.

Value order – USP1 inh, LDHA inh, PI4K2A block, Vif-APOBEC3G blk, mIDH1 inhibitor, RXFP1 agonist, TrxR1 substrate, Glioma ERSR ind, Vif-APOBEC3F blk
- Cc1ccc(C(=O)NC2CCN(S(=O)(=O)c3ccc(C)cc3)CC2)cc1
  1.9%, -5.7, -3.9, 1.3%, 7.7%, 3.1%, 11.4%[57.1 µM], 3.4%, -0.6%
- Cc1ccc(C2C(C(=O)c3cccs3)=C(O)C(=O)N2CCN2CCOCC2)o1 (stereo not drawn)
  -6.9%, 8.7, -1.8, 0.6%, 1.3%, -1.2%, 2.5%[57.1 µM], 0.8%, -4.9%
- CC(=O)C1=C(O)C(=O)N(c2ccc(C)cc2)C1c1ccccn1 (stereo not drawn)
  -9.0%, 1.0, -5.0, 1.2%, 9.2%, 10.9%, -5.5%, 0.0%, -12.5%
- COc1ccc(C(=O)c2cn(Cc3ccc(C)cc3)c3cc4c(cc3c2=O)OCO4)cc1
  11.4%, -0.6, -3.1, -15.0%, -11.5%, -1.5%, -0.2%, -0.5%, -8.4%
- O=C1NCC(c2ccccc2)C1C(=O)N/N=C/c1ccc(Cl)s1 (stereo not drawn)
  -8.4%, -19.9, -6.4, -13.4%, 0.0%, 0.6%, -12.2%, -6.3%, -2.3%
- Cc1ccc(NC(=O)CCn2c(=O)c3cccn3c3ccccc32)c(C)c1
  -11.4%, -7.0, -5.3, 2.4%, 2.8%, -0.2%, 14.7%, -4.0%, -6.9%
- O=C(COC(=O)C1CC(=O)N(c2ccc3c(c2)OCCO3)C1)Nc1ccc2c(c1)CCC2 (stereo not drawn)
  -19.4%, 1.9, 1.9, -0.2%, 0.6%, 0.2%, 8.2%[57.1 µM], -3.8%, 0.4%
- CC(C)c1ccc2[nH]c(O)c(N=NC(=O)c3cccc(S(=O)(=O)Nc4ccc(Cl)cc4)c3)c2c1
  -15.3%, -8.1, -0.8, 1.7%, 1.4%, 2.3%, 0.5%[57.1 µM], -3.8%, -26.8%
- O=S(=O)(CCc1nc2ccccc2s1)c1ccc(Cl)cc1
  0.0%, -2.5, -4.3, 1.0%, -1.1%, 0.1%, 2.6%, -0.3%, 5.8%
- CCOC(=O)COc1ccc2c(c1)C(=O)CC(C)(C)O2
  -9.3%, -11.9, 1.3, 1.5%, -1.3%, 1.9%, 13.6%[2.29 µM], -2.9%, -1.2%
- Cc1c(NS(=O)(=O)c2ccc(Cl)cc2)c(=O)n(-c2ccccc2)n1C
  ?, 1.6, 5.4, -3.7%, 7.0%, 2.8%, 4.0%, -3.0%, 0.8%
- O=C1CSC(=S)N1c1cccc(O)c1
  -20.1%, -0.1, 3.6, -6.5%, 9.5%, -3.1%, -1.8%, -7.9%, -4.4%
- CC(=O)Nc1ccc(NC(=O)C(C)c2cccc(C(=O)c3ccccc3)c2)cc1 (stereo not drawn)
  -22.0%, -4.6, 4.5, -1.3%, -3.2%, 0.5%, -0.8%[57.1 µM], -0.6%, 10.6%
- COc1cc2c(cc1OC)C(c1ccc(Cl)cc1)=NCC2
  -24.0%, 0.0, 1.6, -1.2%, -4.3%, 2.2%, 2.7%, -1.2%, 2.3%
- COc1ccc(C(=O)Nc2ccccc2C)cc1S(=O)(=O)N1CCOCC1
  -12.6%, -4.3, -2.9, -3.9%, 1.0%, 2.1%, 5.6%, -2.9%, 1.6%
- CC(=O)Nc1ccc(S(=O)(=O)N(C)c2ccc(OCC(=O)OCC(=O)N3CCCCC3)cc2)cc1
  -8.0%, -1.8, 2.7, 2.9%, 1.1%, 1.0%, 7.9%[57.1 µM], -1.4%, 4.4%
- COc1ccc(-n2nc(C(=O)NCC(=O)NCCCN3CCOCC3)c3ccccc3c2=O)c(OC)c1
  -5.3%, -8.2, -5.3, -1.9%, 4.0%, ?, 1.8%[57.1 µM], 2.2%, -9.9%
- CCCOc1ccc(N2C(=O)CC(NCC#N)C2=O)cc1 (stereo not drawn)
  2.3%, -10.4, -4.6, 4.2%, -0.9%, 0.2%, -6.6%[57.1 µM], -4.4%, -0.7%
- COc1ccc(C(=O)C2CCCN(C(=O)Cc3c(C)noc3C)C2)cc1OC (stereo not drawn)
  -5.3%, 2.4, -14.5, -4.8%, 0.1%, -2.0%, 5.4%, 17.8%, -3.2%
- Cc1c(Cl)cccc1NC(=O)Nc1c(C)n(C)n(-c2ccccc2)c1=O
  -9.0%, -2.1, 1.9, 1.6%, -7.7%, 0.2%, 0.4%, -1.8%, 1.8%

Additional structures
Value order – USP1 inh, LDHA inh, PI4K2A block, Vif-APOBEC3G blk, mIDH1 inhibitor, RXFP1 agonist, TrxR1 substrate, Glioma ERSR ind, Vif-APOBEC3F blk
- CCC(=O)Oc1ccc(C(=O)Nc2cccc(NC(=O)c3ccco3)c2)cc1
  -5.3%, -10.0, 6.2, -1.6%, -4.5%, 10.4%, 6.3%, -1.3%, 10.6%
- Cc1ccc(C(=O)Oc2cc(N)n(S(=O)(=O)c3ccc(F)cc3)n2)cc1
  -9.6%, 0.6, 47.5, 0.4%, -0.1%, 0.8%, -8.6%[57.1 µM], -5.2%, -4.3%
- CC1CCn2c(nc3cc(C(=O)NCCc4ccc(Cl)cc4)ccc32)C1 (stereo not drawn)
  -17.1%, -9.3, -6.8, 1.6%, -2.7%, 1.3%, -10.4%[57.1 µM], -4.3%, -3.7%
- Cc1nc(NC(=O)C2CC2)sc1C(=O)Nc1ccccc1
  -3.5%, -7.2, 2.4, -16.7%, 12.2%, 7.6%, -6.2%, -2.1%, -2.2%
- Cc1cccc(C(=O)N[C@H](C(=O)Nc2ccc(S(=O)(=O)NC3=NCCCCC3)cc2)C(C)C)c1
  -21.5%, -11.4, 17.1, 1.7%, 0.0%, 0.6%, 7.4%[57.1 µM], -3.0%, 10.0%
- CNc1ccc(/C=C2\C=Cc3ccccc32)cc1OC
  ·, 2.8, ·, -21.2%, ·, ·, -11.3%, 6.5%, ·
- Cc1cc[n+](Cc2ccc([N+](=O)[O-])cc2)cc1
  -0.7%, -2.8, 0.9, 0.7%, 2.7%, -3.0%, 6.6%[57.1 µM], 8.7%, -2.0%
- COc1ccccc1OCCn1c(CCNC(=O)C2CCCCC2)nc2ccccc21
  ·, -8.8, ·, -0.2%, ·, ·, 8.4%[0.0914 µM], -1.8%, ·
- CCOc1ccc(NC(=O)N2CCC(CN3CCCCCC3)CC2)cc1
  ?, -5.3, 3.6, 6.3%, -8.6%, -1.0%, -11.7%, -0.3%, 0.6%
- COc1ccc(CCNS(=O)(=O)c2ccc3c(c2)OCCO3)cc1OC
  -12.0%, 10.2, 4.7, 8.1%, 0.0%, 1.1%, 2.5%, -1.6%, -1.3%
- COCc1c(C(=O)OCC(=O)c2c(N)n(CC(C)C)c(=O)n(C)c2=O)oc2ccccc12
  -17.9%, -5.0, 1.4, -1.3%, 0.3%, 2.3%, 10.0%, -0.5%, -8.9%
- CC1(C)CN(c2ccc(CC#N)cc2)C1=O
  -18.4%, -1.7, 2.0, -6.1%, -1.9%, -0.4%, 7.5%, -2.0%, -23.0%
- O=C(CCn1c(=O)c2cccn2c2ccccc21)Nc1ccc(F)cc1
  -13.3%&-4.0%, -1.3&-1.7, -2.7&-2.0, 1.1%&-11.8%, 0.6%&-11.4%, 0.2%&0.6%, 1.9%&2.1%, -1.2%&-6.6%, 3.3%&-7.9%
- COCCCNC(=S)NCCNc1nc2cc(C)c(C)cc2cc1C#N
  -6.0%, -2.6, 0.5, -8.5%, 11.3%, 4.8%, 33.9%[activator], -0.1%, -9.4%
- Cc1ccc(C(=O)N2CCN(S(=O)(=O)c3ccc(Br)cc3)CC2)o1
  -3.9%, -6.3, -3.5, -0.5%, -1.7%, -0.8%, 11.0%[0.0914 µM], -2.1%, -0.7%
- Cc1cccc(OCC(=O)N2CCOCC2)c1
  -17.2%, 2.5, -0.8, 0.7%, 3.7%, 2.1%, 16.0%, 1.9%, -1.2%
- O=C(c1ccnc(Cl)c1)N1CCCC(N2CCN(c3ccccc3F)CC2)C1 (stereo not drawn)
  4.0%, -2.6, -21.9, 2.4%, 0.0%, 2.2%, -0.5%, -5.5%, -1.1%
- Clc1ccc(Cn2ncc3c(N4CCOCC4)ncnc32)cc1
  -11.0%, 3.7, 3.8, -10.6%, 3.4%, 1.9%, -1.6%, -7.2%, 0.1%
- COc1ccc(/C=C2\SC(=O)N(CCNC(=O)C3CC(=O)N(c4ccccc4)C3)C2=O)cc1 (stereo not drawn)
  2.7%, -13.1, 2.7, 1.4%, -0.2%, 3.0%, -5.6%, 9.6%, 0.0%
- Cc1noc(C)c1COc1cccc(C(=O)OC(C)C(=O)Nc2c(C)n(C)n(-c3ccccc3)c2=O)c1 (stereo not drawn)
  -13.1%, -7.8, -1.7, -2.8%, -4.6%, 1.9%, -2.8%, 0.5%, 1.2%

Screening results from PubChem BioAssay.
